mcGAS inh – inhibitors of mouse cGAS | 0.15% of 160,000 active | recombinant cGAS, Kinase-Glo ATP depletion luminescence | AID 1259399 | Q8C6L5 | inhibition, % at 12.5 µM;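 also: 0% = negative control wells and 100% = reference inhibitor with no enzyme activity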
hcGAS inh – blocks human cGAS activity | inhibition, % at 12.5 µM | AID 1259398 | recombinant h-cGAS, ATP depletion, Kinase-Glo luminescence | 0.081% of 290,000 active | Q8N884;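 also: 0% = vehicle reaction and 100% = reaction without DNA for no activity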
Target sequence (Q8N884 whole entry, looked up): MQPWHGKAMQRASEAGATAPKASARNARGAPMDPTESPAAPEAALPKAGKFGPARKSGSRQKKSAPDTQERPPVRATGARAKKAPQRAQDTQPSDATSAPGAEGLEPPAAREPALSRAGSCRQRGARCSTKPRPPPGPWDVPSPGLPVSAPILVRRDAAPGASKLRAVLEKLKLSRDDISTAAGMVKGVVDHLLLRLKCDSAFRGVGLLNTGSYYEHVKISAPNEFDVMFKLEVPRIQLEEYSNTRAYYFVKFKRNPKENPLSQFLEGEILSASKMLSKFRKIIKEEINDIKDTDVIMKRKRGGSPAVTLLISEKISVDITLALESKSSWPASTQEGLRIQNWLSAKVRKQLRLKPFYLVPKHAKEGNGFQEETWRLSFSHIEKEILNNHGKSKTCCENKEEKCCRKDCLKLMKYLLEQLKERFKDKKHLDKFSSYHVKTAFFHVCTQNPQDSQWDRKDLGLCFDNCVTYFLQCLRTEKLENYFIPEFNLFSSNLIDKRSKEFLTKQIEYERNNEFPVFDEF
NPYLR7 ag – activates Aedes aegypti NPYLR7 receptor; HEK293T NPYLR7/Galpha15, GCaMP6s calcium fluorescence; activation, % at 10 µM; 0.15% of 270,000 active; AID 1259423; in the data active = activation above about 40%;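 also: 0% = vehicle and 100% = reference agonist at the receptor; some compounds past the cut are filed as inactive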
Starred values were filed as active, the others as inactive; nt = not tested or not shown; & = joins results of further samples. Rule as the data show it, unless noted: active = inhibition above about 40%; inactive = the rest. An unsorted share of the library; any-hit rate near 0.26%.

Start of the listing, in advance, three compounds:
Every second line gives: mcGAS inh	hcGAS inh	NPYLR7 ag
1: Nc1cc(S(=O)(=O)N2CCCC2)ccc1Cl
→ -3	-3	7
2: COc1cccc(-n2cn[nH]c2=S)c1
→ nt	-2	8
3: COc1cc([N+](=O)[O-])ccc1-c1ccc(/C=C2/NC(=S)NC2=O)o1
→ -1	-3	1

The whole of this part (from the top)
Every second line gives: mcGAS inh	hcGAS inh	NPYLR7 ag
1: Nc1cc(S(=O)(=O)N2CCCC2)ccc1Cl
→ -3	-3	7
2: COc1cccc(-n2cn[nH]c2=S)c1
→ nt	-2	8
3: COc1cc([N+](=O)[O-])ccc1-c1ccc(/C=C2/NC(=S)NC2=O)o1
→ -1	-3	1
4: CCCn1cc(CN(C)CC2CCCN(CCc3ccccc3C)C2)c(C)n1 (centres undefined)
→ -10	-9	14
5: Cc1cc(C=O)cc2c1OC1(C=C2)Oc2ccccc2C(=O)N1C (centres undefined)
→ nt	8	6
6: CC1CCCN(S(=O)(=O)c2ccc3c(c2)nc(SCc2ccccc2Br)n3C2CCCC2)C1 (centres undefined)
→ -3	-6	9
7: Cc1ccccc1C(=O)N(CCCN(C)C)c1nc2c(F)cccc2s1
→ -7	-7	3
8: CN1C[C@@H]2CC[C@H](CC1=O)N2C(=O)CNC(=O)c1ccccc1
→ nt	-7	6
9: C=C(C)Cn1c(=O)c2c(nc3n2CCN3c2ccc(C)cc2C)n(C)c1=O
→ nt	-4	-4
10: CN1CCN(c2ncccc2CNC(=O)CCCn2cnnn2)CC1
→ nt	-6	1
11: O=C(CC1=NCCCN1)c1ccccc1
→ nt	-4	7
12: O=C(c1ccc2c3c(cccc13)CC2)C1CCCN(C(=O)CCn2cccn2)C1 (centres undefined)
→ nt	-2	5
13: CC(=O)Nc1ccc(-c2c(-c3ccccc3)ncn2Cc2cccnc2)cc1
→ 0	-1	-18
14: CCCCC1=NN2C(=N)/C(=C/c3ccc(Cl)cc3)C(=O)N=C2S1
→ nt	-5	0
15: COc1ccc(C=NNC(=O)c2ccn[nH]2)cc1
→ -11	-19	1
16: O=C(CNC(=O)c1ccc(Cl)cc1)N=Nc1c(O)[nH]c2ccc([N+](=O)[O-])cc12
→ -7	-1	-5
17: C=CCN1C(=O)C(=O)N(CC2CCCCC2)C1=O
→ nt	-1	-1
18: CCOc1ccc(C(=O)Nc2ccc(Cl)c(-c3nc4ccccc4o3)c2)cc1[N+](=O)[O-]
→ -4	-3	1
19: O=C(NCCOc1ccccc1)c1ccc(-c2cc(-c3ccc(Cl)cc3)[nH]n2)cc1
→ -6	-6	-1
20: O=C(CN1CCC2(CCOC2)C1)NCCC1CCCCC1 (centres undefined)
→ nt	-8	0
21: CCCc1nc(N2CCCN(C(=O)c3cccc([N+](=O)[O-])c3)CC2)c2c(-c3ccc4ccccc4c3)noc2n1
→ -6	-3	16
22: COc1ccc2cc(C3CN(C(=O)c4ccnc(OC)c4)CCO3)ccc2c1 (centres undefined)
→ nt	-6	-8
23: Cc1ccccc1C(=O)Nc1sc2c(c1C(=O)NCC1CCCO1)CCCC2 (centres undefined)
→ -6	-1	3
24: CC(=O)c1cccc(S(=O)(=O)N2CCN(C(=O)c3ccc(-n4cncn4)cc3)CC2)c1
→ -8	-1	7
25: COc1ccc(-n2nnnc2SCC(=O)N2CCCCCC2)cc1
→ nt	-6	5
26: CC(=O)Nc1cccc(NC(=S)NC(NC(=O)Cc2ccccc2)C(Cl)(Cl)Cl)c1 (centres undefined)
→ -1	0	-11
27: Cc1ccccc1C(=O)N1C(C(=O)NCc2cccnc2)COC12CCN(C(=O)CC(C)(C)C)CC2 (centres undefined)
→ -6	-7	-1
28: COc1cccc(CNC(=O)CC2C(=O)NCCN2CCc2ccccc2)c1OC (centres undefined)
→ -10	-8	3
29: COCCn1c(C)cc(O)c(C(c2ccc(OC)cc2OC)N2CCCCC2)c1=O (centres undefined)
→ nt	-7	10
30: Cn1cc(NC(=O)c2cccc(CN3CCN(CC4CCCO4)CC3)c2)cn1 (centres undefined)
→ nt	-4	8
31: C[n+]1ccccc1N1CCN(C(c2ccccc2)c2ccccc2)CC1
→ -5	-6	8
32: O=C1NCCN1C1CCCN(S(=O)(=O)c2cc(C(F)(F)F)cc(C(F)(F)F)c2)C1 (centres undefined)
→ nt	4	4
33: Cc1cc(C)cc(NC(=O)c2c(-c3ccccc3Cl)noc2C)c1
→ -3	0	-1
34: CCCOc1ccc(-n2nnc(C(=O)N3CCOCC3)c2C)cc1
→ -8	-11	1
35: Cc1cc(C)c(C)c(S(=O)(=O)N(CC(=O)NC2CC2)Cc2ccccc2)c1C
→ nt	-4	6
36: CCCCN(CCC(=O)NCCCOC)C(=O)c1cc(C)oc1C
→ -5	-5	nt
37: CC1CN(Cc2csc(NC(=O)c3ccccc3F)n2)CC(C)O1 (centres undefined)
→ nt	-5	1
38: O=S(=O)(NC(=S)NC1CCCCC1)c1cccs1
→ -3	-4	-3
39: O=C(O)CCn1c(/C=C/c2ccsc2)nc2ccccc2c1=O
→ -1	2	-3
40: COCCNS(=O)(=O)c1cccc(C(=O)N2CC(C)CC2C)c1 (centres undefined)
→ nt	-7	0
41: CC(=O)N1CCc2c(nc(C)nc2NCCCOc2cccnc2)C1
→ -14	-3	nt
42: COc1ccc(N2CC(NC(=O)NCCCN3CCCCC3)CC2=O)cc1OC (centres undefined)
→ -9	-6	-3
43: Cc1ccc(C2CC2C(=O)N2CCN(c3ncc(C)s3)CC2)s1 (centres undefined)
→ -1	2	-6
44: Cc1ccc(C)c(CN(CCN2CCOCC2)CC(=O)N(CCc2ccccc2)Cc2ccc(C)o2)c1
→ -5	-7	8
45: Cc1ccccc1N1CCN(C2CCCN(C(=O)c3ccc([N+](=O)[O-])cc3)C2)CC1 (centres undefined)
→ nt	-4	-3
46: CC(=O)N[C@@H]1C[C@H](Cc2ccccc2)O[C@H](c2nc[nH]c2C)C1
→ nt	-2	3
47: CC(NC(=O)c1ccc2oc(CCCc3ccccc3)nc2c1)c1nccs1 (centres undefined)
→ -14	-9	10
48: COC1CCC12CCN(C(=O)CCc1c(C)nn(C)c1C)CC2 (centres undefined)
→ -3	-5	nt
49: CN(C)CCNC(=O)CCC1CCN(C/C(Cl)=C/c2ccccc2)CC1
→ nt	-10	0
50: Cc1ccc(-n2ccnc(SCC(=O)Nc3ccc(C)cc3C)c2=O)cc1
→ -6	-4	5
51: COc1cc(C2c3[nH]c4ccccc4c3CCN2C(=O)Nc2ccc(Cl)c(C(F)(F)F)c2)ccc1Br (centres undefined)
→ -7	-3	-7
52: Cc1ccccc1-c1nc2scc(CCNC(=O)C(C)(C)C)n2n1
→ -6	0	-4
53: CCCCN(CC(=O)N1c2ccccc2-n2cccc2C1c1cc(OC)ccc1OC)C(=O)c1cccc(C(F)(F)F)c1 (centres undefined)
→ -5	-3	18
54: Cc1cc(C)cc(NC(=O)c2nnn(CC(=O)Nc3c(C)cc(C)cc3C)c2N)c1
→ -5	-7	-6
55: CCN(CC)c1ccc(CN(CC(C)C)C(=O)NC(C)(C)C)c(OS(C)(=O)=O)c1
→ -8	-4	-1
56: CCN(CC)c1ccc(CNn2nnnc2N)cc1
→ -6	-3	-15
57: CN(C)C(=O)c1c([N+](=O)[O-])cnn1C
→ -2	1	5
58: O=C(NC1CCCC1)C1CCC(=O)N1C1CCCCC1 (centres undefined)
→ nt	-3	13
59: Cc1c(C(=O)NCc2ccc(Cl)c(Cl)c2)sc(=O)n1Cc1cccc(F)c1
→ nt	-7	12
60: CN1CC(=O)N2C[C@H](NC(=O)c3coc4ccccc4c3=O)C[C@H]2C1=O
→ nt	0	-4

Remaining list, next part.
Every second line gives: mcGAS inh	hcGAS inh	NPYLR7 ag
61: CCc1ccc(CN2CCC(CNC(=O)c3ccc[nH]c3=O)C2)nc1 (centres undefined)
→ nt	-5	5
62: Cc1ccc(-n2cc(CNC(C)c3cnn(-c4ccccc4)c3C)cn2)cc1 (centres undefined)
→ nt	-6	19
63: C=CCSCC1Nc2cc(Cl)c(S(N)(=O)=O)cc2S(=O)(=O)N1 (centres undefined)
→ -3	-2&-2	-1&-5
64: Cc1ccn(C(=O)CN2C(=O)C3CC=CCC3C2=O)c(=NC2CCCCC2)c1 (centres undefined)
→ nt	1	1
65: Cc1ccc(-n2nnnc2SCc2ccccn2)cc1C
→ nt	-1	3
66: CCN(CC)c1ccc(C2C(C(=O)OCCOC)=C(C)NC3=C2C(=O)CCC3)cc1 (centres undefined)
→ -4	1	-5
67: Cc1cc(C)n(-c2nc3c(c(=O)n2CC(=O)Nc2ccc(C(N)=O)cc2)CCC3)n1
→ -6	-6	nt
68: CN1CCC1(C)C(=O)Nc1ccccc1Oc1ccccc1 (centres undefined)
→ nt	-8	0
69: CCCC(=O)N1CCC(c2nnc(-c3ccccc3OC)s2)CC1
→ nt	-4	-11
70: CCN(c1ccccc1)c1cc(=NC)n(C)c(C)n1
→ nt	-8	3
71: COc1ccc(C2CCCN2C(=O)C=Cc2cc(OC)c(OC)c(OC)c2)cc1 (centres undefined)
→ -7	-1	-2
72: O=C(O)Cc1cc(-c2ccc3c(c2)OCO3)on1
→ nt	-11	-3
73: C[C@@H]1CN(C2(C(=O)NCCN3CCNC3=O)Cc3ccccc3C2)C[C@H](C)O1
→ -13	-9	19
74: COCCN(CC(=O)N(CCc1ccc(OC)c(OC)c1)Cc1sccc1C)S(=O)(=O)c1ccc(Cl)c([N+](=O)[O-])c1
→ -3	-6	-9
75: CCC(C(=O)N1CCN(c2cc(Oc3cccc(C)c3)ncn2)CC1C)c1ccccc1 (centres undefined)
→ 1	4	nt
76: Cc1ccc2nc(-c3sccc3C)c(Nc3c(C)cccc3C)n2c1
→ -9&-8	-1&-8	11
77: CN(CCCNC1CCC2(CCNCC2)CC1)c1ccccc1
→ -8	1	7
78: CN(Cc1noc(-c2ccccc2)n1)C(=O)CCC(=O)NC1CCCC1
→ -15	-5	5
79: CCc1nc2c(OCc3ccc(F)c(F)c3)cccn2c1N(C)C(=O)C1CC1
→ 0	0	-22
80: CC(C)c1nc2cc(-c3ccc(S(C)(=O)=O)cc3)ccc2o1
→ -19	-8	18

Whole records, looked up by structure:
CCN(CC)c1ccc(C2C(C(=O)OCCOC)=C(C)NC3=C2C(=O)CCC3)cc1 (centres undefined) across the screens: mcGAS inh: -4; hcGAS inh: 1; NPYLR7 ag: -5
CCC(C(=O)N1CCN(c2cc(Oc3cccc(C)c3)ncn2)CC1C)c1ccccc1 (centres undefined) across the screens: mcGAS inh: 1; hcGAS inh: 4; NPYLR7 ag: nt

Following part
Every second line gives: mcGAS inh	hcGAS inh	NPYLR7 ag
81: COc1ccc(Br)cc1S(=O)(=O)Nc1ccccc1C(F)(F)F
→ nt	-1	5
82: CCCNC(=O)c1cn(CCC)cc2c(=O)n(-c3ccccc3)nc1-2
→ -4	-2	10
83: COc1ccccc1N1CCn2c1nc1c2c(=O)n(CCN2CCOCC2)c(=O)n1C
→ nt	-10	1
84: Cc1nn(-c2cccc(F)c2)c(N2CCN(C)CC2)c1CN(CCC(C)C)C(=O)Cc1cccs1
→ -4	-5	-1
85: O=C(CCn1cccn1)Nc1ccc(Br)cc1
→ nt	-15	7
86: CC(=O)c1ccc(C(=O)Nc2cccc3c2C(=O)c2ccccc2C3=O)cc1
→ -4	0	-3
87: CCNc1cc(C)nc(N2CCN(C(=O)Cc3ccccc3)CC2)n1
→ nt	-8	9
88: CC(NC(=O)C1CC(=O)N(C)c2ccccc21)c1ccc(F)c(F)c1 (centres undefined)
→ nt	-12	8
89: COCCCn1ccnc1-c1ccc(-n2ccnc2)cc1
→ nt	-10	21
90: CSc1nnc(CN2CCCC2CO)s1 (centres undefined)
→ nt	36	-5
91: Cc1ncc(CO)c(CN2CCCC(c3ccccc3)C2)c1O (centres undefined)
→ nt	-4	-2
92: CC(=O)c1[nH]c(C)c(C(=O)N2CCC3(CCCN(Cc4ccc(F)c(F)c4)C3)C2)c1C (centres undefined)
→ nt	-4	17
93: Cc1cc(C)c(-c2csc(NC(=O)Cc3c(C)nn(C)c3C)n2)cc1C
→ -3	3	-4
94: CN(CCCOc1ccccc1Cl)S(=O)(=O)NCc1ccccc1
→ nt	0	-3
95: Cc1ccccc1OCc1ccc(-c2nc(C#N)c(N3CCCC3)o2)o1
→ -6	0	0
96: CCC(C)(C)NC(=O)c1ccc(NC(=O)NCc2cccn2C)cc1
→ -17	-9	5
97: COc1ccc(C2=Nc3ncnn3C(c3cc(OC)c(OC)c(OC)c3)C2)cc1 (centres undefined)
→ nt	-7	7
98: O=C(c1ncc[nH]1)N1CCOC(Cc2ccccc2)C1 (centres undefined)
→ -3	-1	2
99: COc1ccc(Cl)cc1NC(=O)Cn1nc(C(F)(F)F)c(Br)c1C
→ nt	-3	1
100: Cc1cc(C)cc(CSc2nnc(NC(=O)CCc3ccccc3)s2)c1
→ -8	-7	-4
101: Cc1noc(C)c1CCC(=O)NC(C)c1ccc2c(c1)NC(=O)CO2 (centres undefined)
→ nt	-9	-3
102: CCNC(=O)N1CCCC(OCc2ccccc2F)C1 (centres undefined)
→ nt	-3	-3
103: O=C(NC1CC(=O)N(Cc2ccccc2)C1)c1cc2n(n1)CCNC2 (centres undefined)
→ nt	-6	-1
104: Cn1ncc(Oc2ccc(F)cc2)c(Nc2ccc(C(=O)N3CCCCC3)cc2)c1=O
→ -4	-3	6
105: OCC1(Cc2cccc(Cl)c2)CCCN(Cc2ccccn2)C1 (centres undefined)
→ -6	1	1
106: CC12CC(NC(=S)N1c1ccc(F)cc1)c1cc(F)ccc1O2 (centres undefined)
→ -8	-9	-4
107: CCOCc1cc(-c2nccn2-c2cccnc2)ccc1OC
→ nt	-8	13
108: Clc1cc(Cl)cc(Nc2ncnc3sccc23)c1
→ nt	5	11
109: O=C(Oc1ccccc1Br)c1cc2ccccc2o1
→ -3	-2	3
110: Cc1cc(C(=O)N2CCC(c3cc(Cc4ccccc4)[nH]n3)CC2)cc(=O)[nH]1
→ nt	-2	1
111: CSc1ncccc1C(=O)N1CCC2(CC1)Nc1ccccc1C(=O)N2C1CCCC1
→ nt	-4	-1

Source: PubChem BioAssay
